PV pol inh: inhibitors of poliovirus RNA polymerase binding and polymerization; % elongation, % (compound at 16.7 µg/mL); actives 0.66% (n = 150,000); poliovirus polymerase elongation, fluorescence polarization; active compounds read low; AID 588519; in the data active = % elongation below about 90%; note: some results filed as inactive read as strong as hits
Target sequence (P03300 1749-2209 limits assumed): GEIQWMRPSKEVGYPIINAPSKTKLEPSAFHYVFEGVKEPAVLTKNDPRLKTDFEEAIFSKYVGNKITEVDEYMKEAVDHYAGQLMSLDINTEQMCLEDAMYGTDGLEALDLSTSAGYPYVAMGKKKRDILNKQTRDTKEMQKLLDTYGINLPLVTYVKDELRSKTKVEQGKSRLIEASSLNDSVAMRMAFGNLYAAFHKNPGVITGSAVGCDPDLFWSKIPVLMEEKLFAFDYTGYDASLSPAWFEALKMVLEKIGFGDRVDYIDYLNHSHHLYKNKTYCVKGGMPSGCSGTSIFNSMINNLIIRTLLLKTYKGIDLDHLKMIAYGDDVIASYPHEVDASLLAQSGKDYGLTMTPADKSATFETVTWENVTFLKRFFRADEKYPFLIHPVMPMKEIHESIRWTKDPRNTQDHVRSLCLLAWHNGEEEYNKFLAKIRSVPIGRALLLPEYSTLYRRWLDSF
PV pol inh FP z-score: further read-out of PV pol inh, marked with its call; z-score; measured here: FP z-score; hits read low
Starred values were filed as active, the others as inactive.

COC(=O)CCN(C(=O)C1CCN(S(=O)(=O)c2c(C)noc2/C=C/c2ccccc2F)CC1)c1ccccc1 was read as PV pol inh 104 and PV pol inh FP z-score -0.6.
For O=C(CSc1ncn[nH]1)c1ccc(O)cc1O the results were PV pol inh 100 and PV pol inh FP z-score -0.5.
`CCOc1ccc2nc(N3CCCC(C(=O)NCc4ccccc4OC)C3)sc2c1` (configuration not stated) gave PV pol inh 109 and PV pol inh FP z-score 0.8.
`CCCCNC(=O)C1CCCN(S(=O)(=O)c2ccc(-n3cnnn3)cc2)C1` (configuration not stated) gave PV pol inh 103 and PV pol inh FP z-score 0.2.
O=c1ccc(-c2ccc3c(c2)OCO3)n[nH]1 was read as PV pol inh 101 and PV pol inh FP z-score -0.3.
`CC(=O)N/N=C/c1ccc(Sc2ccc(C)cc2)o1` gave PV pol inh 98 and PV pol inh FP z-score -0.5.
For CCCCCCc1cc2cc(-c3nnc(-c4cccc(Cl)c4)o3)c(=O)oc2cc1O the results were PV pol inh 101 and PV pol inh FP z-score -0.2.
Cc1c(NC(=O)c2cccc3c(Cl)cccc23)cccc1-c1nc2ccccc2o1 was read as PV pol inh 103 and PV pol inh FP z-score -0.2.
`CN1CCCN(C(=O)C2CCCCC2)CC1` gave PV pol inh 101 and PV pol inh FP z-score -0.1.
O=C(NCc1ccc2c(c1)OCO2)c1ccccn1 was read as PV pol inh 106 and PV pol inh FP z-score 0.3.
For Cc1ccc(NC(=O)c2nnn(Cc3ccccc3)c2N)cc1C the results were PV pol inh 105 and PV pol inh FP z-score 0.3.
O=C(Cn1c2ccccc2c2ccccc21)Sc1nc2ccccc2s1 was read as PV pol inh 103 and PV pol inh FP z-score 0.3.
`CC1=C(C(=O)Nc2ccccc2)C(c2ccncc2)n2ncnc2N1` (configuration not stated) gave PV pol inh 103 and PV pol inh FP z-score 0.2.
Screening COc1ccccc1NC(=O)c1cc2c(n(-c3ccc(C)cc3)c1=O)CC(C)(C)CC2=O returned PV pol inh 108 and PV pol inh FP z-score -0.4.
For O=C(O)CCS(=O)(=O)N1CCOCC1 the results were PV pol inh 102 and PV pol inh FP z-score 0.1.
O=C(NC1CCCC1)C1CCN(C(=O)N2CCOc3ccccc32)CC1 was read as PV pol inh 98 and PV pol inh FP z-score -2.
For Cc1nc(C)c(CCC(=O)O)c(=O)[nH]1 the results were PV pol inh 108 and PV pol inh FP z-score 0.8.
`N#CC(C#N)C(c1ccccc1Cl)C(C(N)=O)[n+]1ccccc1` (configuration not stated) gave PV pol inh 107 and PV pol inh FP z-score 0.4.
`CN(C)S(=O)(=O)c1ccc(C(=O)OC2=CC(=O)CC(C)(C)C2)cc1` gave PV pol inh 102 and PV pol inh FP z-score 0.2.
For COc1ccc(-n2cnc3cc(N=Cc4ccccc4O)ccc32)cc1 the results were PV pol inh 102 and PV pol inh FP z-score 0.1.
COC(=O)c1sc(=S)sc1C(=O)OC was read as PV pol inh 107 and PV pol inh FP z-score 0.4.
For COc1ccc(-c2cccc(NS(=O)(=O)c3cc(C(F)(F)F)ccc3Cl)c2)nn1 the results were PV pol inh 105 and PV pol inh FP z-score -0.2.
For Cn1c(=O)c2ccccc2n2c(COC(=O)c3cc4c(s3)-c3ccccc3CC4)nnc12 the results were PV pol inh 107 and PV pol inh FP z-score 0.4.
O=C1CC2(CCCCC2)C(=O)N1Cc1ccc(Cl)cc1 was read as PV pol inh 102 and PV pol inh FP z-score -0.2.
For Cc1cc(-n2c(C)cc(C(=O)COC(=O)C34CCC(=O)N3c3ccccc3S4)c2C)no1 (configuration not stated) the results were PV pol inh 103 and PV pol inh FP z-score 0.
CC(=O)OCCn1nc(C)cc1Nc1ccccc1 was read as PV pol inh 104 and PV pol inh FP z-score 1.
CCN(CC)C(=S)SCc1nc2ccccc2c(=O)[nH]1 was read as PV pol inh 102 and PV pol inh FP z-score 0.
COc1cc(-c2nc3c4ccccc4c4ccccc4c3[nH]2)ccc1O was read as PV pol inh 99 and PV pol inh FP z-score -0.5.
For Cc1ccc(CNC(=O)c2ccc(CSCc3c(F)cccc3Cl)o2)cc1 the results were PV pol inh 112 and PV pol inh FP z-score 0.6.
For Cc1ccc(O)c(C(=O)c2cnc(Nc3nc4ccccc4[nH]3)nc2)c1 the results were PV pol inh 97 and PV pol inh FP z-score -1.

5 compounds drawn at random from the list so far, as already listed:
For Cn1c(=O)c2ccccc2n2c(COC(=O)c3cc4c(s3)-c3ccccc3CC4)nnc12 the results were PV pol inh 107 and PV pol inh FP z-score 0.4.
`N#CC(C#N)C(c1ccccc1Cl)C(C(N)=O)[n+]1ccccc1` (configuration not stated) gave PV pol inh 107 and PV pol inh FP z-score 0.4.
COC(=O)c1sc(=S)sc1C(=O)OC was read as PV pol inh 107 and PV pol inh FP z-score 0.4.
For Cc1nc(C)c(CCC(=O)O)c(=O)[nH]1 the results were PV pol inh 108 and PV pol inh FP z-score 0.8.
O=C(NC1CCCC1)C1CCN(C(=O)N2CCOc3ccccc32)CC1 was read as PV pol inh 98 and PV pol inh FP z-score -2.

Remaining list, next part.
`O=S(=O)(c1ccc(Cl)nc1)N1CCCC1` gave PV pol inh 104 and PV pol inh FP z-score 0.4.
For Clc1ccc(-c2csc3ncnc(NCc4ccco4)c23)cc1 the results were PV pol inh 102 and PV pol inh FP z-score 0.
`COc1cc(-c2nnc(SCC(=O)N3CCCCC3C)o2)cc(OC)c1OC` (configuration not stated) gave PV pol inh 102 and PV pol inh FP z-score 0.2.
For CCOC(=O)c1ccc(Nc2ncnc3c2cnn3Cc2ccccc2)cc1 the results were PV pol inh 104 and PV pol inh FP z-score 0.6.
Screening COC(=O)/C(C#N)=C/c1ccc(Cl)cc1 returned PV pol inh 101 and PV pol inh FP z-score 0.
`CCOC(=O)C1CCN(/C=C2/C(=O)NC(=O)N(c3cccc(C)c3C)C2=O)CC1` gave PV pol inh 100 and PV pol inh FP z-score 0.
Screening CCOC(=O)c1c(C)[nH]c(C)c1S(=O)(=O)NCC(=O)Nc1cccc(SC)c1 returned PV pol inh 104 and PV pol inh FP z-score -0.2.
Screening Cc1ccc(C(=O)NCC(=O)OC2CCCCC2=O)cc1C (configuration not stated) returned PV pol inh 104 and PV pol inh FP z-score 0.1.
Screening Cc1cc(C)c(NC(=O)Cn2c(=O)n(CCCCC(=O)NCc3ccccc3Cl)c(=O)c3ccccc32)c(C)c1 returned PV pol inh 107 and PV pol inh FP z-score 0.3.
For CC(C)Oc1ccc(CNC(=O)c2ccc(CN3CC(=O)N4CCCCC4C3=O)cc2)cc1 (configuration not stated) the results were PV pol inh 107 and PV pol inh FP z-score -0.4.
For CCCc1[nH]n(-c2ccc(F)cc2)c(=O)c1C=N the results were PV pol inh 101 and PV pol inh FP z-score -0.2.
Screening COc1ccc(CNC(=O)CCc2c(C)nc3cc(-c4ccc(OC)cc4OC)nn3c2C)cc1 returned PV pol inh 107 and PV pol inh FP z-score 0.
`Cc1cc(C)cc(NC(=O)Cn2nnc(C(=O)NCCc3ccccc3)c2N)c1` gave PV pol inh 107 and PV pol inh FP z-score -0.6.
For Nc1nc(CSc2ccccn2)nc(Nc2ccccc2)n1 the results were PV pol inh 100 and PV pol inh FP z-score -0.1.
`COc1cc(-c2noc(CCC(=O)Nc3cccc(C)c3C)n2)cc(OC)c1OC` gave PV pol inh 100 and PV pol inh FP z-score -0.1.

Molecules listed so far containing an aryl thioether with sulfur outside any ring (five):
For O=C(CSc1ncn[nH]1)c1ccc(O)cc1O the results were PV pol inh 100 and PV pol inh FP z-score -0.5.
`CC(=O)N/N=C/c1ccc(Sc2ccc(C)cc2)o1` gave PV pol inh 98 and PV pol inh FP z-score -0.5.
`COc1cc(-c2nnc(SCC(=O)N3CCCCC3C)o2)cc(OC)c1OC` (configuration not stated) gave PV pol inh 102 and PV pol inh FP z-score 0.2.
Screening CCOC(=O)c1c(C)[nH]c(C)c1S(=O)(=O)NCC(=O)Nc1cccc(SC)c1 returned PV pol inh 104 and PV pol inh FP z-score -0.2.
For Nc1nc(CSc2ccccn2)nc(Nc2ccccc2)n1 the results were PV pol inh 100 and PV pol inh FP z-score -0.1.

Continuation.
For COc1cccc(-n2c(SCC(=O)Nc3ccc(F)cc3F)nc3c([nH]c4ccccc43)c2=O)c1 the results were PV pol inh 110 and PV pol inh FP z-score 0.7.
Screening CC(C)NC(=O)c1ccc2c(c1)N(Cc1ccc(Cl)cc1)C(=O)c1ccccc1S2=O (configuration not stated) returned PV pol inh 100 and PV pol inh FP z-score -0.3.
`Cc1ccc(C2CC(=O)N(Cc3ccccc3F)c3c2c(C)nn3-c2nc(C)cc(C)n2)cc1` (configuration not stated) gave PV pol inh 112 and PV pol inh FP z-score 1.1.
Screening O=C(NC1CCCC1)c1c[nH]c2ccc(S(=O)(=O)Nc3ccccc3F)cc2c1=O returned PV pol inh 100 and PV pol inh FP z-score -0.8.
`NC(=O)NC(=O)CC1S/C(=N/N=C/c2ccccc2)NC1=O` (configuration not stated) gave PV pol inh 103 and PV pol inh FP z-score 0.2.
Cc1ccc(-n2ncc(C(=O)NCCCN3CCc4ccccc4C3)c2C2CCN(C(=O)OC(C)(C)C)CC2)cc1C was read as PV pol inh 99 and PV pol inh FP z-score -1.4.
For COc1ccc(CC(=O)NCc2ccc3[nH]c4c(c3c2)CCCC4)cc1 the results were PV pol inh 100 and PV pol inh FP z-score -0.8.
Screening Cc1ccc(NC(=O)C(c2ccccc2)N2CCCCC2)cc1 (configuration not stated) returned PV pol inh 99 and PV pol inh FP z-score -0.5.
`CC(C)CC(=O)N1CCN(S(=O)(=O)c2ccccc2)CC1` gave PV pol inh 103 and PV pol inh FP z-score 0.4.
For N#Cc1sc2sc(C#N)c(-c3ccco3)c2c1N the results were PV pol inh 99 and PV pol inh FP z-score -1.3.
Screening CC(C)Nc1ccc(-c2nc(-c3ccco3)no2)cc1[N+](=O)[O-] returned PV pol inh 110 and PV pol inh FP z-score 0.4.
Screening Cc1cc2c(cc3c(SCc4ccccc4)nncn32)o1 returned PV pol inh 99 and PV pol inh FP z-score -1.
`CN1C(=O)C(=Cc2ccc(Br)cc2)C(=O)N(C)C1=O` gave PV pol inh 101 and PV pol inh FP z-score -0.2.
N#CCCn1cc(/C=N/NC(=O)c2cnccn2)c2ccccc21 was read as PV pol inh 105 and PV pol inh FP z-score 0.4.
Screening COc1cccc(-c2cc(C(=O)N3CCN(C(=O)c4ccco4)CC3)on2)c1 returned PV pol inh 103 and PV pol inh FP z-score 0.6.
Screening CCOC(=O)c1nc(Cn2cc(I)cn2)no1 returned PV pol inh 107 and PV pol inh FP z-score 1.9.
For O=C(CC(c1ccccc1)c1ccccc1)N1CCN(c2ccccn2)CC1 the results were PV pol inh 100 and PV pol inh FP z-score -0.1.
Screening CSc1ccc(CN2CCOCC2)cc1 returned PV pol inh 99 and PV pol inh FP z-score -0.4.
For CCOC(=O)c1ccccc1NC(=O)CSc1nc2ccncc2[nH]1 the results were PV pol inh 102 and PV pol inh FP z-score -1.8.
`CCn1c(SCc2ccc(C#N)cc2)nnc1-c1ccco1` gave PV pol inh 103 and PV pol inh FP z-score 0.
Screening CN(CC(=O)Nc1ccc(OC(F)(F)F)cc1)C(=O)C1CC(=O)N(C2CCCC2)C1 (configuration not stated) returned PV pol inh 99 and PV pol inh FP z-score -0.8.
CCOC(=O)c1sc2nc(C)nc(Cl)c2c1C was read as PV pol inh 107 and PV pol inh FP z-score 0.9.
`COc1ccc(/C=C\C(=O)NC2CC(=O)N(c3ccccc3)C2)cc1OC` (configuration not stated) gave PV pol inh 109 and PV pol inh FP z-score 0.5.
Screening Cc1oc(-c2ccccc2Cl)nc1Cn1cccc1C1=NC(c2ccccc2)CO1 (configuration not stated) returned PV pol inh 105 and PV pol inh FP z-score 1.4.
For O=C(CSC1=Nc2ccccc2C2=NC(CC(=O)NCc3ccccc3)C(=O)N12)NCc1ccco1 (configuration not stated) the results were PV pol inh 99 and PV pol inh FP z-score -0.6.
CCN=c1scc(-c2ccc(O)c(C(N)=O)c2)n1/N=C/c1ccc2c(c1)OCCO2 was read as PV pol inh 106 and PV pol inh FP z-score 0.5.
For C/C(=N\N=C1\NC(=O)CS1)c1cccs1 the results were PV pol inh 105 and PV pol inh FP z-score 0.7.
`CC(C(=O)N1CCCCC1)N1c2cccc3cccc(c23)S1(=O)=O` (configuration not stated) gave PV pol inh 102 and PV pol inh FP z-score 0.7.
O=C1c2ccccc2-c2onc3c(Br)cc(NCc4ccccc4)c1c23 was read as PV pol inh 71 and PV pol inh FP z-score -11.
For COc1ccc(Nc2ccc3nnc(-c4ccc(Br)cc4)n3n2)cc1 the results were PV pol inh 103 and PV pol inh FP z-score 0.4.
Screening O=C(/C=C/c1ccc(Cl)cc1)Nc1nnc(C2CC2)s1 returned PV pol inh 102 and PV pol inh FP z-score -0.1.
For CCOc1ccccc1N(C)C(=O)c1cc2cc3ccc(OC)cc3nc2s1 the results were PV pol inh 100 and PV pol inh FP z-score -0.8.
`CCN(C(=O)CCc1ccccc1)c1ccccc1` gave PV pol inh 107 and PV pol inh FP z-score 0.4.
O=c1[nH]c2ccc(S(=O)(=O)NCc3cccnc3)cc2[nH]1 was read as PV pol inh 100 and PV pol inh FP z-score 0.
`Cc1cccc(OCC(=O)OCCN2CCCC2=O)c1` gave PV pol inh 100 and PV pol inh FP z-score -0.8.
Screening COc1ccc(CN(Cc2cccs2)C(=O)c2ccc(C)o2)cc1OC returned PV pol inh 104 and PV pol inh FP z-score 0.2.
CCOC(=O)C1CCN(S(=O)(=O)c2ccc(N3CCCCS3(=O)=O)cc2)CC1 was read as PV pol inh 103 and PV pol inh FP z-score -0.4.
`CCc1nc2ccccc2n1CCCCOc1cccc(C)c1` gave PV pol inh 111 and PV pol inh FP z-score 0.8.
For CS(=O)(=O)N1CC(=O)Nc2ccccc21 the results were PV pol inh 106 and PV pol inh FP z-score 0.8.
Cc1c2cnn(-c3ccccc3)c(=O)c2c(C)n1CCCC(=O)NC(C)(C)C was read as PV pol inh 104 and PV pol inh FP z-score 0.8.
`CCOC(=O)NC1(/N=C(/Nc2ccccc2)N2CCOCC2)Oc2ccccc2O1` gave PV pol inh 105 and PV pol inh FP z-score 0.3.
COC(=O)c1ccccc1NC(=O)CCCS(=O)(=O)c1nc(-c2ccccc2OC)cc(C(F)(F)F)n1 was read as PV pol inh 107 and PV pol inh FP z-score 0.5.
For O=C(NCCc1ccccc1)c1ccc(-c2ccccc2)cc1 the results were PV pol inh 98 and PV pol inh FP z-score -0.6.

Screens (PubChem)

Not all compounds are listed. The share of hits here may be higher or lower than overall.
